Source: PubChem
CHRM1 PAM = human M1 muscarinic receptor positive allosteric modulators, primary screen, CHO-K1 cells, Fluo-8 calcium fluorescence, 1536-well | Muscarinic acetylcholine receptor M1 (Homo sapiens), P11229 | CHO-K1 hM1, ACh EC20; 0% = ACh EC20, 100% = maximal ACh | activation, % at 3 µM | actives 0.088% (n = 360,000); in the data active = activation above about 19%, passing the limit was not always enough
TAAR1 agonist = human TAAR1 agonists, primary screen, Fluo-8 calcium fluorescence, CHO RD-HGA16 cells; AID 624467, 2012; actives 0.99% (n = 360,000); Trace amine-associated receptor 1 (Homo sapiens), Q96RJ0; vehicle wells 0%, saturating PEA agonist 100%; activation, % at 3 µM;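 active = activation above the mean activation of all test compounds in the run plus 3 SD, cut at about 38% in these data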
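Test system: RD-HGA16 (CHO) cells co-expressing Gα16 and hTAAR1 / Benchmarks: DMSO vehicle as 0%, PEA at EC100 as 100% / Repeats: no replicates (n 1) / Measure: % activation from peak over basal fluorescence ratio, DMSO-to-PEA scaled / Timing: 17-24 h plating, Fluo-8 75 min 37 °C, 30 min RT / Technique: kinetic Fluo-8 calcium fluorescence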
M4 ag = human M4 muscarinic receptor agonists, primary screen, CHO-K1 cells, Fluo-8 calcium fluorescence; Muscarinic acetylcholine receptor M4 (Homo sapiens), P08173; CHO-K1 hM4/Gqi5; vehicle 0%, full acetylcholine response 100%; activation, % at 3 µM; actives 0.14% (n = 360,000); AID 624127, 2012;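 active = activation above the run mean over all test wells plus 3 SD, cut at about 32% in these data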;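 also: peak over basal fluorescence ratio per well then scaled between controls; 0% = DMSO wells and 100% = acetylcholine at EC100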
Target sequence (P08173 whole entry, looked up): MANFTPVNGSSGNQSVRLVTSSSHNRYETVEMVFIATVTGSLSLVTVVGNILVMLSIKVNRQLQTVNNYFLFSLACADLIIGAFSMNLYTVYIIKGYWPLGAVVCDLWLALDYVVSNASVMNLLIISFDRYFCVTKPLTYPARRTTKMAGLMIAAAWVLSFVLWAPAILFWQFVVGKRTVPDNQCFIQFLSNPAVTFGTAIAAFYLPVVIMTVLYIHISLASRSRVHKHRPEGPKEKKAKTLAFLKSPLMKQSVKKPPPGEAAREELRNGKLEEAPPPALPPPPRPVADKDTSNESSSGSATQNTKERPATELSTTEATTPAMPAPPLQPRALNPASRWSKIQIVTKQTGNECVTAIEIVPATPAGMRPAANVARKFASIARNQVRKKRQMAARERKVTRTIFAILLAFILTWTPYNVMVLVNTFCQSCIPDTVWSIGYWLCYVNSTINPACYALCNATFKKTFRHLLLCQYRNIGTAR
M5 antag = human M5 muscarinic receptor antagonists, primary screen, CHO cells, Fluo-8 calcium fluorescence; CHO-hM5 cells, ACh EC80; Muscarinic acetylcholine receptor M5 (Homo sapiens), P08912; inhibition, % at 3 µM; actives 0.59% (n = 360,000);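 active = inhibition above a per-plate cutoff, the mean of that plate's test compounds plus 3 SD, cut at about 27% in these data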;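 also: 0% = acetylcholine EC80 with DMSO and 100% = DMSO without agonist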
Target sequence (P08912 whole entry, looked up): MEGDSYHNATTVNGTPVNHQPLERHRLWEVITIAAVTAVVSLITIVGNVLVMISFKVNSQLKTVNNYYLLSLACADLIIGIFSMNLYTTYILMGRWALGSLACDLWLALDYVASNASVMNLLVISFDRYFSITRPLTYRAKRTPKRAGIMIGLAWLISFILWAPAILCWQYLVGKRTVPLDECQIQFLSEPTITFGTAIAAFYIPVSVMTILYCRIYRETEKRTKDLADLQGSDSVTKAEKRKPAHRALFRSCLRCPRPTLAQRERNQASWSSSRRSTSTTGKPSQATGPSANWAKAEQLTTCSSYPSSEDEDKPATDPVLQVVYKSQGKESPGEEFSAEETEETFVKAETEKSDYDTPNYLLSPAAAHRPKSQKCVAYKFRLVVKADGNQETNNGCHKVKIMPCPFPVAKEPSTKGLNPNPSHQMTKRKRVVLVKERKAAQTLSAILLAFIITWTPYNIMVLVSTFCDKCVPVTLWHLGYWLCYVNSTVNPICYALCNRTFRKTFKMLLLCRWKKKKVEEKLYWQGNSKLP
CHRM5 agonist = human M5 muscarinic receptor agonists, primary screen, CHO-K1 cells, Fluo-8 calcium fluorescence | Muscarinic acetylcholine receptor M5 (Homo sapiens), P08912 | CHO-K1 hM5 cells; 0% DMSO wells, 100% maximal acetylcholine response | activation, % at 3 µM | actives 0.19% (n = 360,000) | AID 624037, 2012;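 active = activation above the run's mean over test compounds plus 3 SD, cut at about 23% in these data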;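 also: signal is peak over basal fluorescence ratio across the kinetic read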
M1 antag = human M1 muscarinic receptor antagonists, primary screen, CHO-K1 cells, Fluo-8 calcium fluorescence, 1536-well. Muscarinic acetylcholine receptor M1 (Homo sapiens), P11229. actives 1.3% (n = 360,000). CHO-K1 hM1, ACh EC80 antagonist. inhibition, % at 3 µM;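 active = percent inhibition above its own plate's cutoff, namely the mean of that plate's compound wells plus 3 SD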;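 also: peak over basal fluorescence ratio during 140 s after agonist addition; 0% = ACh EC80 plus DMSO and 100% = DMSO alone without agonist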
CHRM5 PAM = human M5 muscarinic receptor positive allosteric modulators, primary screen, CHO-K1 cells, Fluo-8 calcium fluorescence; CHO-K1 hM5, ACh EC20 PAM; 0% = ACh EC20, 100% = ACh EC100; activation, % at 3 µM; actives 0.3% (n = 360,000); AID 624038, 2012;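 active = activation above the run cutoff, the mean activation of all test compounds plus 3 SD, cut at about 18% in these data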
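Measured by: Fluo-8 calcium fluorescence; material: human M5 receptor in CHO-K1 cells; schedule: Post-acetylcholine fluorescence recording 140 s; benchmarks: low control EC20 acetylcholine (0%), high control EC100 acetylcholine (100%); read-out: Max/basal fluorescence ratio as % of EC20–EC100 ACh window; compound: single dose, 3 µM nominal final test concentration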
CHRM4 antagonist = human M4 muscarinic receptor antagonists, primary screen, CHO cells, Fluo-8 calcium fluorescence; Muscarinic acetylcholine receptor M4 (Homo sapiens), P08173; CHO-hM4 cells, ACh EC80; actives 0.73% (n = 360,000); inhibition, % at 3 µM;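 active = inhibition above its plate's cutoff, the mean inhibition of sample wells plus 3 SD, cut at about 27% in these data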;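 also: 0% = acetylcholine EC80 with DMSO and 100% = DMSO without agonist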
CHRM1 agonist = human M1 muscarinic receptor agonists, primary screen, Fluo-8 calcium fluorescence, CHO-K1 cells, HTS; Muscarinic acetylcholine receptor M1 (Homo sapiens), P11229; CHO-K1 hM1, agonist mode; 0% DMSO, 100% acetylcholine EC100; activation, % at 3 µM; actives 0.33% (n = 360,000); AID 588814, 2011;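 active = activation above the run's mean compound activation plus 3 SD, cut at about 16% in these data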;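 also: peak over basal fluorescence ratio within a 140 s kinetic read after compound addition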
* = called active by the depositor. The list is partial; the hit share may differ from the screen's.

CHRM1 PAM	TAAR1 agonist	M4 ag	M5 antag	CHRM5 agonist	M1 antag	SMILES	CHRM5 PAM	CHRM4 antagonist	CHRM1 agonist
-1.3	1.2	1.4	1.5	0.8	1.5	CC(C)(C)S(=O)(=O)N1Cc2cc(CO)cc(CCO)c2[C@@H]1CCO	0.4	1.6	-2.5
8.2	4.7	1.1	-9.6	-1.9	-5.0	O=c1c2[nH]c3cccc(Cl)c3c2ncn1Cc1ccncc1	-4.0	2.7	-3.4
-10.3	-0.6	1.5	-5.6	-3.5	-0.6	O=S1(=O)CC(N2CCN(CC3CC3)CC2)CN1Cc1cn(Cc2ccccc2C(F)(F)F)nn1 (stereo not drawn)	1.3	-14.8	-8.2
-0.7	0.1	0.6	5.1	0.5	5.9	Cc1ccc(S(=O)(=O)NC(C)C(=O)NCc2ccc(Cl)cc2)cc1 (stereo not drawn)	3.6	2.2	-3.5
3.2	3.0	13.4	7.8	-0.5	-1.5	COc1cccc(NC(=O)Nc2cc(C(=O)O)ccc2N2CC3CC(C2)c2cccc(=O)n2C3)c1 (stereo not drawn)	0.1	-0.6	-0.6
11.8	7.5	1.1	1.7	-11.2	-6.8	Cc1cc(=O)oc2c1c(C)nn2-c1nn[nH]n1	7.2	3.1	2.3
0.6	5.8	1.4	0.8	-0.6	-3.6	COc1ccc(-c2csc(C(C)(NC(C)=O)c3ccccc3)n2)cn1 (stereo not drawn)	0.4	-25.4	-4.4
15.0	4.4	4.2	16.3	0.9	-22.3	Cc1ccc(O)c(Nc2nc(-c3ccccc3)nc3ccccc23)c1	-4.2	-0.3	-1.6
1.5	5.2	1.2	-0.9	0.5	-5.1	COc1ccc(CNc2ccc(N3CCN(C(C)=O)CC3)cc2)cc1OC	-0.5	-4.8	-2.8
-12.0	2.9	1.0	2.0	-1.8	-8.1	O=c1cc(N2CCN(c3ccccc3Cl)CC2)[nH]c(=O)n1Cc1ccc(F)cc1	0.5	22.3	-3.6
8.9	21.1	0.6	8.4	-3.0	-1.8	O=c1[nH][nH]cc1C=Nc1ccc(Cl)cc1	-1.2	-1.1	-8.2
4.1	-0.2	3.5	2.6	4.0	-11.4	NC(=O)c1cc(S(=O)(=O)N2CCCC2)ccc1OCCOc1ccccc1	-3.4	-12.2	-7.1
-14.0	4.3	11.1	9.8	-0.4	15.2	CC(C)Oc1ccc(CN2CCC2(C)C(=O)Nc2cnc3ccccc3c2)cc1 (stereo not drawn)	-16.0	6.9	-5.0
-2.2	-1.0	0.2	-0.8	-1.1	0.5	CN(Cc1ccccc1)S(=O)(=O)c1ccc(NC(=S)NC(=O)C2CCCCC2)cc1	-2.4	-9.7	-0.8
-18.7	11.8	6.8	10.8	-4.1	11.3	O=C(Nc1ccc(Cl)cc1)NC1CCCCC1Cc1ccco1 (stereo not drawn)	-18.9	2.7	0.5
2.8	-0.2	0.6	-0.9	-1.1	-5.1	O=C(/C=C/c1ccc(F)cc1)NCCc1ccc2c(c1)OCCO2	-6.6	16.8	-5.2
3.1	-0.2	0.0	11.9	-1.1	-4.9	O=[N+]([O-])c1ccc(-c2c[nH]c(=S)[nH]2)cc1	-5.4	-7.5	-1.5
8.8	12.1	0.6	-12.4	-3.9	-17.8	COCc1nnc(NC(=O)CC(C)C)s1	3.1	-8.2	-1.4
5.2	43.5*	0.5	-4.8	-4.9	-7.2	O=C(Nc1cccn(Cc2ccccc2)c1=O)NC1CCCCC1	-4.1	1.3	-2.1
1.0	3.0	0.8	8.0	-2.3	-3.2	O=[N+]([O-])c1cc(C(F)(F)F)ccc1Sc1ccccn1	-6.8	0.3	-10.4
-0.2	2.0	2.3	14.2	-1.6	3.7	Cc1cc(NC(=O)c2ccco2)ccc1NC(=O)c1ccco1	-2.5	-15.0	-1.4
12.4	-1.2	3.0	15.3	-5.6	-10.8	O=Cc1ccc(OCCOc2ccc([N+](=O)[O-])cc2)cc1	-8.5	0.2	4.0
9.6	4.4	5.5	8.7	5.5	-9.3	CCN(CC)S(=O)(=O)c1cccc(C(=O)N/N=C2\CCCC(=O)C2)c1	-10.1	-7.9	-3.1
-3.0	-0.1	1.9	6.6	-13.6	15.5	COc1ccc(C)cc1S(=O)(=O)N1CCN(S(=O)(=O)c2cc(C)ccc2OC)C(C)C1 (stereo not drawn)	-15.2	8.0	-3.4
4.1	2.8	4.1	-3.1	0.1	2.0	CC1CCc2onc(C(=O)NCc3ccco3)c2C1 (stereo not drawn)	9.5	-1.1	-6.6
2.9	-0.7	-1.9	-5.3	-2.3	-14.6	COC(=O)C1=C/CCCN(C(c2ccccc2)c2ccccc2)/C=C\1C(=O)OC	-1.0	-0.5	-3.6
-7.0	1.0	5.7	-2.4	4.0	-5.6	Cc1csc(C(C#N)C(=O)c2cc3ccccc3o2)n1 (stereo not drawn)	-3.3	-4.5	1.0
9.0	3.8	-0.4	17.2	0.0	-12.8	CCN1C[C@@H]2[C@@H]3C(=O)N(Cc4ccccc4)C(=O)[C@@H]3[C@](CC)(C1=O)N2C(=O)c1ccc(Br)cc1	-3.1	3.3	-3.8
15.6	0.0	2.8	6.2	-2.2	-11.0	CCCN(CC(=O)Nc1ccc(F)c(F)c1F)C(=O)C1CC(=O)N(Cc2ccccc2)C1 (stereo not drawn)	0.3	-12.4	2.1
7.0	3.5	1.9	-0.1	0.3	-11.1	CCNS(=O)(=O)c1ccc(CCC(=O)Nc2ccc3c(c2)OCCO3)cc1	-1.8	3.4	-2.9

Ordered by length of the SMILES (lowest first): eleven of the compounds above.
CHRM1 PAM	TAAR1 agonist	M4 ag	M5 antag	CHRM5 agonist	M1 antag	SMILES	CHRM5 PAM	CHRM4 antagonist	CHRM1 agonist
8.8	12.1	0.6	-12.4	-3.9	-17.8	COCc1nnc(NC(=O)CC(C)C)s1	3.1	-8.2	-1.4
11.8	7.5	1.1	1.7	-11.2	-6.8	Cc1cc(=O)oc2c1c(C)nn2-c1nn[nH]n1	7.2	3.1	2.3
-7.0	1.0	5.7	-2.4	4.0	-5.6	Cc1csc(C(C#N)C(=O)c2cc3ccccc3o2)n1 (stereo not drawn)	-3.3	-4.5	1.0
8.2	4.7	1.1	-9.6	-1.9	-5.0	O=c1c2[nH]c3cccc(Cl)c3c2ncn1Cc1ccncc1	-4.0	2.7	-3.4
2.8	-0.2	0.6	-0.9	-1.1	-5.1	O=C(/C=C/c1ccc(F)cc1)NCCc1ccc2c(c1)OCCO2	-6.6	16.8	-5.2
1.5	5.2	1.2	-0.9	0.5	-5.1	COc1ccc(CNc2ccc(N3CCN(C(C)=O)CC3)cc2)cc1OC	-0.5	-4.8	-2.8
-14.0	4.3	11.1	9.8	-0.4	15.2	CC(C)Oc1ccc(CN2CCC2(C)C(=O)Nc2cnc3ccccc3c2)cc1 (stereo not drawn)	-16.0	6.9	-5.0
-12.0	2.9	1.0	2.0	-1.8	-8.1	O=c1cc(N2CCN(c3ccccc3Cl)CC2)[nH]c(=O)n1Cc1ccc(F)cc1	0.5	22.3	-3.6
-2.2	-1.0	0.2	-0.8	-1.1	0.5	CN(Cc1ccccc1)S(=O)(=O)c1ccc(NC(=S)NC(=O)C2CCCCC2)cc1	-2.4	-9.7	-0.8
-10.3	-0.6	1.5	-5.6	-3.5	-0.6	O=S1(=O)CC(N2CCN(CC3CC3)CC2)CN1Cc1cn(Cc2ccccc2C(F)(F)F)nn1 (stereo not drawn)	1.3	-14.8	-8.2
9.0	3.8	-0.4	17.2	0.0	-12.8	CCN1C[C@@H]2[C@@H]3C(=O)N(Cc4ccccc4)C(=O)[C@@H]3[C@](CC)(C1=O)N2C(=O)c1ccc(Br)cc1	-3.1	3.3	-3.8

Additional results.
CHRM1 PAM	TAAR1 agonist	M4 ag	M5 antag	CHRM5 agonist	M1 antag	SMILES	CHRM5 PAM	CHRM4 antagonist	CHRM1 agonist
4.1	2.8	0.3	-9.5	-8.7	-0.1	CCc1nnc(NC(=O)[C@@H](NC(=O)c2cc(OC)cc(OC)c2)C(C)C)s1	7.2	-9.3	-11.3
-3.7	0.6	1.1	-4.3	0.3	11.6	COC(=O)c1ccccc1NC(=S)N(Cc1ccc2c(c1)OCO2)Cc1cc2cccc(C)c2[nH]c1=O	2.1	-5.2	-4.7
4.7	7.0	1.4	7.5	-2.0	-6.5	COc1ccc(NC(=S)N2CCC(c3nc4ccccc4o3)CC2)c(OC)c1	2.1	-9.8	-4.2
5.5	0.1	1.2	-0.3	-2.2	-9.7	C/C(=N\NC(=O)c1ccc2c(c1)OCO2)c1cccnc1	-0.6	5.4	-4.1
1.1	1.5	4.8	10.0	-0.3	-0.5	Cc1cccc(C)c1OCc1cc(C(=O)NCc2cn(C)nc2C)no1	-6.3	-0.6	1.3
2.5	9.3	2.4	1.5	0.4	-6.6	COc1ccc(C2=CSC3=C(C(=O)c4cccc(S(=O)(=O)N(C)C)c4)CCN23)cc1	-4.4	10.3	-4.3
-9.3	1.9	18.4	19.7	4.0	19.5	Cc1nnc(-c2cnn(C)c2N)n1CCCN(C)C	-16.8	6.4	-2.2
3.0	8.0	-2.4	5.1	-2.7	-5.7	N#CC1(Cc2ccccc2)c2ccccc2C=CN1C(=O)c1ccccc1 (stereo not drawn)	-5.4	7.1	-3.6
7.8	4.4	2.0	-2.1	0.2	-5.2	O=C(CC(=O)N/N=C/c1ccc(Cl)cc1Cl)NCc1ccccc1	0.2	0.3	-1.7
10.7	18.3	0.7	6.7	1.1	-4.1	COc1ccc(S(=O)(=O)N2CCOCC2)cc1NC(=O)CCc1cc(OC)c(OC)c(OC)c1	-2.3	2.4	-2.1
-3.2	1.2	2.1	9.0	-3.1	11.5	COc1ccc(S(=O)(=O)NCc2ccco2)cc1N(C)S(=O)(=O)c1ccccc1	-4.4	-5.1	-3.0
-4.1	3.6	3.5	1.9	-2.7	-4.4	Cn1c(CCN2CCCC2)nc2cc(NS(=O)(=O)c3ccc(F)cc3)ccc21	-2.0	-5.2	-8.2
5.2	9.2	0.5	1.1	-3.1	-21.6	CCCOC(=O)Cc1n[nH]c(=O)[nH]c1=O	0.1	8.3	-0.7
5.6	7.5	0.9	-4.0	-3.8	-21.1	CCCCc1n[nH]c2c1/C(=N/O)CC(C)(C)C2	4.2	14.0	-1.3
